High-throughput results from PubChem BioAssay.
OPRM1-OPRD1 ag: OPRM1-OPRD1 heterodimerization agonism; P35372+P41143; cells, luminescence; activation, % at 9.3 µM; hit rate 0.3% among 340,000; AID 504326; in the data active = activation above about 18%;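 note: 0% = vehicle-treated cells and 100% = reference agonist; values of inactives mirror those of a sister screen read the other way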
Ecoli viability: reduces bacterial viability in AddAB counter-screen | AID 449728 | inhibition, % at 11.9 µM | E. coli V3065 growth, OD600 absorbance, 18 h | hit rate 0.27% among 330,000;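 active = inhibition above the campaign's mean inhibition across all tested compounds plus 3 SD, cut at about 9.9% in these data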;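 note: uninfected addAB+ strain grown without phage in ampicillin broth; 0% = DMSO wells and 100% = ciprofloxacin 0.95 µg/ml wells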
Tat transport: blocks Tat-dependent protein export in E. coli; E. coli MC4100 TorA-mCherry Tat export, fluorescence; inhibition, % at 10 µM; hit rate 0.036% among 340,000; AID 488895;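 active = mean replicate inhibition at least 50% and at least half of replicates individually reaching 50%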;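 note: exported cargo escapes ClpAP degradation while cytoplasmic cargo is degraded and loses fluorescence; 0% = median of neutral control wells and 100% = median of NaSCN control wells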
PKA-R2B activ: activators of human PKA-R2B complex; hit rate 0.079% among 340,000; activation, % at 11.4 µM; P22694+P31323; PKA-R2B holoenzyme dissociation, Cy5-IP20 fluorescence polarization; R2B truncated from residue 108, S112A mutant; 0% DMSO only, 100% 113 µM cGMP;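 active = activation above a cutoff set at the mean over all compounds plus 3 SD, cut at about 18% in these data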;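 note: higher means more holoenzyme dissociation and a rise in polarization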
Target sequence (P31323 whole entry, looked up, other chains not shown, the tested form may be a part): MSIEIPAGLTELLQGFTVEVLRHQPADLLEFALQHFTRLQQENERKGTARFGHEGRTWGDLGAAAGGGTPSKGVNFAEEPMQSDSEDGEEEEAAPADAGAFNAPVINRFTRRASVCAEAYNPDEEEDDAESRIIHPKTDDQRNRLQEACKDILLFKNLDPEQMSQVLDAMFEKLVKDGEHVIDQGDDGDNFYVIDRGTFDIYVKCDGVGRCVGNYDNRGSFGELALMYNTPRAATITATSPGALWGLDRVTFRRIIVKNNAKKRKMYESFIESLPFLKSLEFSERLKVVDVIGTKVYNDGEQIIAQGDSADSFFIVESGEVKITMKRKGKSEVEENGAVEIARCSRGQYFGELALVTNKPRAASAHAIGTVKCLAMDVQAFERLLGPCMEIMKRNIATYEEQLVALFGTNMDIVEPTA
HTR5A inv ctr: counter-screen for OPRM1-OPRD1 inverse agonists: human HTR5A inverse agonism; AID 504634; HTR5A cell line, luminescence; hit rate 0.083% among 340,000; P47898; inhibition, % at 9.3 µM; in the data active = inhibition mostly above about 23%, no sharp cut-off; inactive = mostly below about 18%;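 note: 0% = cells with DMSO and 100% = no-cell wells with DMSO; some compounds called inactive have numbers as strong as hits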
Target sequence (P47898 whole entry, looked up): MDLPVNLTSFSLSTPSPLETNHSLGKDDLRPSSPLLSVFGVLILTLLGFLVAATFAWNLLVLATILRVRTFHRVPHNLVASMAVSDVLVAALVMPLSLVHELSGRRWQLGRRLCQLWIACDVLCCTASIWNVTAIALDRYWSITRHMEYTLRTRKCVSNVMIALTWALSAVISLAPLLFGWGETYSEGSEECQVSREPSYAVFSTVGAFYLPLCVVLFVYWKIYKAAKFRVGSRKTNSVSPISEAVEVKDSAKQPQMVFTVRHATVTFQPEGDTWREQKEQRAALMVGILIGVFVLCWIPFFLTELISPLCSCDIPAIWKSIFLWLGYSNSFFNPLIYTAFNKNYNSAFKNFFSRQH
phage Ecoli inh: E. coli growth loss with phage present; growth absorbance; hit rate 0.26% among 360,000; inhibition, % at 11.9 µM; in the data active = inhibition above about 11%
AddAB inh: less growth of phage-infected E. coli with AddAB. E. coli expressing H. pylori AddAB, absorbance growth. inhibition, % at 11.9 µM. hit rate 0.29% among 330,000. AID 435030; in the data active = inhibition above about 12%;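 note: 0% = vehicle wells of infected cells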
MOR-DOR inv ag: mu-delta opioid heterodimer inverse agonism | P35372+P41143 | cell-based MOR-DOR heterodimer luminescence | inhibition, % at 9.3 µM | hit rate 0.21% among 340,000; in the data active = inhibition above about 22%, passing the limit was not always enough;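 note: 0% = cells with DMSO and 100% = wells without cells with DMSO; values of inactives mirror those of a sister screen read the other way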
SUMO Mot1 rescue: blocks SUMOylation pathway, rescuing yeast Mot1-301 growth | growth rescue, % at 18.8 µM | hit rate 1% among 320,000 | S. cerevisiae Mot1-301 growth rescue, ATP luminescence, 38.5C; percent above DMSO median, 100 means doubled | AID 2716;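 active = every valid replicate shows activation above 250% relative to neutral control wells; inactive = the rest, any valid replicate at or below 250%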;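 note: OY570 slx delta 5 strain wells were the positive control but not used for scaling; some compounds called inactive have numbers as strong as hits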
PKA-R1A activ: activates the PKA-R1A holoenzyme complex. P00514+P68181. hit rate 0.083% among 340,000. PKA-R1A dissociation, Cy5-IP20 fluorescence polarization; scaled: DMSO 0%, 113 µM cGMP 100%. AID 504707. activation, % at 11.4 µM;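 active = percent activation above the mean of all tested compounds plus 3 SD, cut at about 19% in these data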;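 note: higher means more PKAc released from R1A so a rise in polarization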
PfHsp90 set2: growth inhibition of yeast expressing Plasmodium Hsp90; S. cerevisiae expressing PfHsp90, BacTiter-Glo ATP, 48 h; yeast lacking PDR1 and PDR3 efflux regulators; inhibition, % at 9.4 µM; hit rate 0.32% among 310,000;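 active = every replicate shows inhibition above about 80%, whatever the replicate mean, limit read from the data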;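 note: 0% = DMSO neutral controls and 100% = 20 µM radicicol positive controls; yeast relying on Plasmodium falciparum Hsp90 in place of its own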
Starred values were filed as active, the others as inactive; i = inactive; nt = no result given; + = active, no number; & = joins results of further samples.

The opening two entries (preview)
SMILES | OPRM1-OPRD1 ag | Ecoli viability | Tat transport | PKA-R2B activ | HTR5A inv ctr | phage Ecoli inh | AddAB inh | MOR-DOR inv ag | SUMO Mot1 rescue | PKA-R1A activ | PfHsp90 set2
Cc1onc(-c2ccccc2)c1-c1n[nH]c(=S)n1-c1ccccc1Cl | 0.7 | 1.8 | 2 | 1 | 4 | -1.9 | -0.2 | -4 | 380 | -5 | -23
CCn1c(SCC(=O)Nc2ccc(Cl)cc2)nc2nc3c(cc2c1=O)CCCC3 | -1.1 | -0.8 | 7 | -16 | -9 | -0.6 | 3.1 | 6 | 6 | 0 | 0

All compounds of this part, repeating the preview:
SMILES | OPRM1-OPRD1 ag | Ecoli viability | Tat transport | PKA-R2B activ | HTR5A inv ctr | phage Ecoli inh | AddAB inh | MOR-DOR inv ag | SUMO Mot1 rescue | PKA-R1A activ | PfHsp90 set2
Cc1onc(-c2ccccc2)c1-c1n[nH]c(=S)n1-c1ccccc1Cl | 0.7 | 1.8 | 2 | 1 | 4 | -1.9 | -0.2 | -4 | 380 | -5 | -23
CCn1c(SCC(=O)Nc2ccc(Cl)cc2)nc2nc3c(cc2c1=O)CCCC3 | -1.1 | -0.8 | 7 | -16 | -9 | -0.6 | 3.1 | 6 | 6 | 0 | 0
O=C(c1ccc(OC2CCN(C/C=C/c3ccc(F)cc3)CC2)cc1)N1CCCCC1 | -1.7 | 0.8 | 1 | 5 | -3 | 0.6 | 5.3 | 9 | 1 | -6 | -2
COc1ccc(C)cc1S(=O)(=O)N1CCCC(C(=O)NC2CC2)C1 (stereo unspecified) | -2.0 | 0.3 | -2 | 5 | -3 | 2.8 | 0.9 | 14 | -2 | -5 | 23
CN(CC(=O)Nc1ccc(N2CCOCC2)cc1)CC(=O)Nc1cccc(C#N)c1 | -0.5 | 1.6 | 6 | -3 | -9 | 3.1 | 3.2 | 2 | -9 | -8 | 6
CCOc1cccc(-c2nnc3sc(-c4cc(OC)c(OC)c(OC)c4)nn23)c1 | -3.7 | 2.7 | -5 | 6 | -17 | 3.4 | 1.6 | 19 | -11 | 4 | 5
COc1ccc(C(=O)Sc2ccc(Cl)cc2)cc1OC | -0.7 | -0.8 | 12 | -9 | 7 | 0.6 | 1.6 | 3 | + | -8 | -28
CCOC(=O)c1oc2ccccc2c1N | 0.7 | -2.1 | 1 | 0 | 6 | 2.5 | 0.0 | -4 | 17 | -8 | -7
CCOC(=O)CSc1n[nH]c(=S)s1 | -1.8 | -3.0 | -1 | -3 | -17 | 3.1 | -2.1 | 9 | -12 | -2 | 10
C=CCC[C@@H](Cc1ccc(F)cc1)C(=O)OC[C@@H](C)NC(=O)[C@@H](CC=C)CC(=O)N[C@H](CO)Cc1ccccc1 | -0.1 | -1.4 | 13 | -7 | 15 | 1.4 | -0.1 | 1 | -7 | -5 | 9
CC1(C)Cc2cccc(OCC(=O)O)c2O1 | -0.9 | -3.2 | 4 | 1 | 0 | 0.8 | 0.4 | 5 | -1 | 5 | 0
Cc1[nH]n(-c2ccccc2)c(=O)c1C(C[N+](=O)[O-])c1ccc(F)cc1 (stereo unspecified) | -1.4 | -1.4 | -1 | -1 | -13 | 3.7 | -3.7 | 7 | 173 | -6 | 18
CCCCCCCC(=O)NC(Nc1ccc(S(N)(=O)=O)cc1)C(Cl)(Cl)Cl (stereo unspecified) | 0.1 | 0.6 | 12 | -7 | -4 | 2.0 | -1.1 | 0 | 213 | -10 | -16
Cc1cc(/C=C2\SC(=Nc3ccc(F)cc3)NC2=O)c(C)n1-c1ccc(S(N)(=O)=O)cc1 | 125* | 1.1 | 1 | 3 | -12 | 1.5 | 1.9 | i | 11 | -5 | -12
COc1ccc(C2C(C(C)=O)=C(O)C(=O)N2CCc2c[nH]c3ccccc23)cc1OC (stereo unspecified) | -1.2 | -1.1 | -1 | -7 | -1 | 1.9 | -0.5 | 7 | 4 | -1 | 10
COc1ccc2c(c1)[C@H]1[C@H](CO2)[C@H](c2ccccc2)[C@]2(C)C(=O)Nc3cc(OC)c(OC)cc3C(=O)N12 | -0.8 | -0.3 | -10 | -11 | -22 | -1.1 | 3.2 | 5 | 18 | -11 | -58
COC(=O)c1cc(OC)c(OC)cc1N | -0.3 | -0.4 | -14 | -3 | 11 | 2.3 | 2.5 | 1 | -14 | 3 | 1
COc1ccc(CNC(=O)c2cccc(-c3ccc(C)c4ccccc34)n2)cc1 | 1.2 | 5.5 | 0 | -7 | -16 | nt | 2.4 | -7 | 0 | 4 | -59
COc1ccc(Cl)cc1S(=O)(=O)N1CCCC1 | -2.3 | -3.2 | -3 | -4 | 4 | -0.1 | 3.9 | 13 | -17 | 2 | 1
O=C(c1ccccc1)c1c[nH]c(C(=O)C(Cl)(Cl)Cl)c1 | -1.5 | -1.0 | -6 | -3 | -8 | 2.8 | 4.1 | 8 | 181 | 1 | -1
CCOC(=O)C1CCN(S(=O)(=O)c2ccc3c4c2CC(=O)N4CC(C)S3)CC1 (stereo unspecified) | 3.9 | 0.0 | -4 | 1 | -9 | -1.4 | 0.5 | -20 | -4 | -10 | 1
CC(=O)c1c(C)[nH]c(C(=O)OCC(=O)NCCC(C)C)c1C | 3.6 | 0.7 | -5 | -5 | 4 | 4.2 | 1.2 | -26 | 146 | -8 | 7
Cc1ccc(N2CC(C(=O)N3CCCc4ccccc43)CC2=O)cc1 (stereo unspecified) | -0.9 | 0.2 | 2 | -4 | 1 | 2.4 | -0.1 | 4 | -5 | -4 | 5
Cc1cc(N2C(=O)C(O)=C(C(=O)c3cccs3)C2c2cccc(O)c2)no1 (stereo unspecified) | -3.0 | 2.9 | -5 | -12 | -35 | 1.8 | 0.5 | 17 | -1 | 4 | 39
CC(=O)CSc1nnc(NC(=O)CCc2ccccc2)s1 | -1.3 | -3.3 | -4 | -15 | -20 | 0.5 | 1.3 | 7 | 135 | -3 | -8
CSc1ccccc1NC(=O)CN(C)C(=O)CCc1c[nH]c2ccccc12 | -0.7 | 0.1 | 20 | -2 | -26 | 0.2 | 3.4 | 4 | -8 | 5 | 8
CCCC1=[N+](CC(=O)c2ccccc2)CCn2cccc21 | -1.6 | -3.1 | -6 | 3 | -21 | 0.9 | -0.9 | 9 | -24 | 10 | -16
O=C(Nc1ccc(S(=O)(=O)NC2=NCCCCC2)cc1)C1COc2ccccc2O1 (stereo unspecified) | -0.8 | -2.0 | -2 | -7 | -41 | 1.4 | 0.1 | 4 | 13 | -11 | -5
Cc1ccc(S(=O)(=O)NN2C(=O)c3ccccc3NC2(C)C)cc1 | -2.8 | 1.5 | -3 | -8 | -16 | 2.8 | 0.7 | 13 | 8 | -15 | 18
CCOC(=O)NC(=O)CSc1nc(C)cc(C(F)(F)F)c1C#N | -1.6 | -2.6 | -4 | -10 | -2 | 0.8 | 1.7 | 10 | 20 | -6 | -77
Cc1cc(C)c(S(=O)(=O)Nc2ccc(O)c(Sc3ncn[nH]3)c2)c(C)c1 | 4.0 | 2.7 | -3 | -5 | 20 | 0.7 | 4.5 | -21 | -4 | 2 | -1
CCn1c(SCC(=O)Nc2nc(C)cs2)nnc1C(C)NC(=O)c1ccccc1 (stereo unspecified) | -2.6 | -1.4 | -5 | -11 | 18 | 3.2 | 1.7 | 15 | 1 | 3 | -6
COc1ccc(N2CC(NS(=O)(=O)c3ccc4ccccc4c3)CC2=O)cc1 (stereo unspecified) | -1.5 | 2.5 | -5 | -5 | 4 | 4.4 | 4.0 | 7 | -1 | -9 | -133
O=C(NCC(c1ccco1)N1CCOCC1)c1ccc(F)c(F)c1 (stereo unspecified) | -0.2 | 1.8 | -4 | 5 | -12 | 1.3 | 1.7 | 1 | 1 | 8 | -40
Nc1ccc(-c2ccc(C(=O)O)s2)cn1 | 0.0 | -1.6 | 0 | 11 | 1 | 4.7 | -0.8 | 0 | -10 | -2 | nt
C/C(N)=C(/C#N)C(=O)COC(=O)C(NS(=O)(=O)c1ccc(Cl)cc1)C(C)O (stereo unspecified) | -2.4&-2.1 | 0.7 | -3&-3 | -3&2 | -5&0 | 1.4&2.0 | 1.4 | 12&12 | 13 | -10&0 | 4&-16
Cc1cccc(C)c1NC(=O)CSc1nc(C)c(CC(=O)c2ccc(Br)cc2)c(C)c1C#N | 1.0 | -0.7 | 0 | -5 | 4 | 3.0 | -1.6 | -6 | -7 | -3 | -11
CN1CCN(c2ccc(S(=O)(=O)N3CCCCC3)cc2N)CC1 | -0.2 | 0.3 | -1 | -4 | 6 | 2.7 | 0.9 | 1 | nt | 4 | nt
Cc1cc(F)ccc1S(=O)(=O)N1CCCOC1CNC(=O)C(=O)NC1CCCCC1 (stereo unspecified) | -2.1 | -1.4 | -5 | -6 | 2 | 1.0 | 5.6 | 11 | 371 | -7 | 13
O=C(CCSc1nnc(-c2ccncc2)o1)Nc1ccc(F)cc1 | -2.4 | -2.6 | 3 | -10 | 14 | 1.2 | 1.8 | 13 | 61 | -9 | nt
O=C(O)CCCCCCCCc1cn(CN2C(=O)c3ccccc3C2=O)nn1 | -1.4 | -0.3 | -3 | 8 | -19 | 2.1 | 0.8 | 8 | -6 | 4 | 2
CCOc1ccc(C(Nc2ccc(C)cc2)P2(=O)OCC(C)(C)CO2)cc1 (stereo unspecified) | -2.5 | -1.0 | -8 | -9 | -4 | 3.0 | 3.0 | 13 | 3 | 0 | 1
COc1cccc(-c2csc3nnc(SCC(=O)NCc4cccs4)n23)c1 | -2.6 | 2.0 | 2 | -5 | -27 | 3.3 | 0.3 | 13 | 2 | 0 | 2
Cc1ccc(NC(=S)NC(CO)C(O)c2ccc([N+](=O)[O-])cc2)cc1 (stereo unspecified) | -2.1 | -2.2 | -9 | 3 | 7 | 3.0 | -0.3 | 12 | -7 | -4 | -11
O=C(NCCCCCCNC(=O)OC1CCS(=O)(=O)C1)OC1CCS(=O)(=O)C1 (stereo unspecified) | -1.3 | -1.2 | 3 | -3 | 33 | 0.6 | -0.7 | 7 | 75 | 4 | 5
N#CC(/C(=N/S(=O)(=O)c1cccs1)c1ccccc1)c1nc2ccccc2[nH]1 (stereo unspecified) | -0.8 | 1.0 | -15 | 1 | -29 | 3.6 | 1.6 | 4 | -23 | -7 | 1
O=C(c1cccs1)N1C(=O)c2cccc3cccc1c23 | 1.8 | -1.6 | 1 | -6 | 6 | 0.4 | 3.0 | -9 | -1 | -23 | -34
CC(=O)NCCc1nc2ccccc2n1Cc1cccc(C)c1 | -3.7 | 1.5 | -3 | -2 | -3 | 0.8 | 1.3 | 20 | 18 | -1 | 9
CCn1c(SCC(=O)N/N=C(\C)c2ccncc2)nnc1-c1ccccc1 | 2.7 | -1.8 | 11 | -6 | 13 | 3.7 | 1.6 | -17 | -5 | -8 | -9
N#C/C(=C\c1coc2ccccc2c1=O)C(N)=S | -2.0 | -1.6 | -2 | 1 | -6 | 1.5 | -0.7 | 10 | nt | 0 | nt
CCN(C(=O)Cn1ccc(C(F)(F)F)n1)c1c(N)n(Cc2ccccc2)c(=O)[nH]c1=O | -2.4 | -0.7 | 2 | 0 | -5 | 2.4 | -0.9 | 9 | 1 | 7 | -27
CCOc1ccc(S(=O)(=O)n2ccc(C)n2)c2ccccc12 | -0.4 | 1.2 | 1 | -9 | 1 | 1.5 | 5.3 | 2 | -3 | -6 | -19
